NALP1 inh: blocks the NALP1 inflammasome reconstituted in yeast; inhibition, % at 10 µM; S. cerevisiae NALP1/ASC/caspase-1 growth, X-gal OD620, 72 h; 280,000 tested, 0.61% active; in the data active means inhibition mostly above about 24%, no sharp cut-off; inactive means mostly below about 32%; further: some compounds called inactive have numbers as strong as hits
GalR3 antagonist: blocks the human galanin receptor 3 | 360,000 tested, 0.44% active | inhibition, % at 3 µM | HEK293 GalR3-CNG cAMP membrane potential fluorescence; galR3 body fused to GalR1 C-terminus | O60755;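 active means inhibition above the screen-wide average plus 3 SD, cut at about 13% in these data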;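 further: forskolin and galanin both at EC90 stimulate the cells; cAMP rise reported by CNG channel membrane potential dye signal; 0% = forskolin plus galanin with DMSO and 100% = forskolin alone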
Target sequence (O60755 1-299 limits assumed): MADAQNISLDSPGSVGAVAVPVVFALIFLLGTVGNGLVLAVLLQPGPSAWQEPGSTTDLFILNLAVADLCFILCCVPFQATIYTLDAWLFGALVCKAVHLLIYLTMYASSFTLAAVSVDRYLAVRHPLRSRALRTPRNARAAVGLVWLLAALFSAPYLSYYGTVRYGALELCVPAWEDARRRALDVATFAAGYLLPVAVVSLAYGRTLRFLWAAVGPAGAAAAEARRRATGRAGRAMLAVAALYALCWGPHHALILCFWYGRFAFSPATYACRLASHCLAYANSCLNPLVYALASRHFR
MEKK2wt PB1 HTS: raises or lowers MEK5 binding to wildtype human MEKK2 PB1 domain; bead flow cytometry, Alexa488-MEK5 binding to MEKK2 WT; actives lie on both sides; binding response (% of control), % at 10 µM; Q9Y2U5; 290,000 tested, 1.1% active; in the data active means binding response below about 67% or above about 130%
OXTR ag: human OXTR agonism; P30559; CHO-OTR cells, Fluo-8 calcium fluorescence; normalized: DMSO 0%, oxytocin 100%; activation, % at 3 µM; 320,000 tested, 0.32% active; AID 2435;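 active means activation above the mean of all tested compounds plus 3 SD, cutoff set per screening run, cut at about 20% in these data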;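 further: peak over basal fluorescence ratio from a 100 s FLIPR kinetic read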
Target sequence (P30559 whole entry, looked up): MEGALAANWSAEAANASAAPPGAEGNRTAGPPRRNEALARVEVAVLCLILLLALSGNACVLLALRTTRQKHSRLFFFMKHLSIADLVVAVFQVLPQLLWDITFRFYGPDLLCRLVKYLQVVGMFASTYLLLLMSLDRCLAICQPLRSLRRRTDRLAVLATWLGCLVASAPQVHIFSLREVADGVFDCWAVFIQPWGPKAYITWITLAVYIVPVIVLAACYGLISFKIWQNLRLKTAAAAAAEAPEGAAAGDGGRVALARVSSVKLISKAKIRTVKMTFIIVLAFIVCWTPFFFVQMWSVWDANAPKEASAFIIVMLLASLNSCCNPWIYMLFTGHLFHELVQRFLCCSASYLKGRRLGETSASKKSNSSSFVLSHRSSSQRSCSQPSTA
MEKK2 mut-MEK5: signal of MEK5 binding to mutant human MEKK2 PB1 domain. percent response, % at 10 µM. bead flow cytometry, Alexa488-MEK5 binding to MEKK2 mutant. 290,000 tested, 0.35% active. AID 1530; in the data active means percent response above about 24%, passing the limit was not always enough; further: inactives centre near 1; some results filed as inactive read as strong as hits
OXTR potentiate: potentiates the human oxytocin receptor response. P30559. activation, % at 3 µM. 320,000 tested, 0.061% active. CHO-OTR cells, Fluo-8 calcium fluorescence, potentiator mode; 0% = oxytocin EC15, 100% = EC100. AID 2445;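 active means activation above that plate's cutoff, the mean activation of tested compounds plus 3 SD, cut at about 6.6% in these data, passing the limit was not always enough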;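 further: 100% uses oxytocin at 75 nM as the full agonist control; some results filed as inactive read as strong as hits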
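System: human OTR in CHO cells / Also added: sub-maximal oxytocin, roughly EC15 / Control set: EC15 oxytocin low, 75 nM oxytocin high / Schedule: 6 min compound pre-incubation at room temperature, 100 s kinetic read / Compound: single-point 3.0 µM / Replication: singlicate / Technique: Fluo-8 calcium dye fluorescence / Read-out basis: % activation of max/min ratio relative to oxytocin controls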
GPR7 antagonist: antagonists of human GPR7 (neuropeptides B/W receptor 1); GPR7-expressing cells, fluorescence antagonist assay; inhibition, % at 4.4 µM; 290,000 tested, 1.1% active; AID 1861; in the data active means inhibition above about 16%, passing the limit was not always enough;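 further: cells stimulated with the agonist NPW; 0% = agonist with vehicle and 100% = vehicle without agonist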
Target sequence (P48145 whole entry, looked up): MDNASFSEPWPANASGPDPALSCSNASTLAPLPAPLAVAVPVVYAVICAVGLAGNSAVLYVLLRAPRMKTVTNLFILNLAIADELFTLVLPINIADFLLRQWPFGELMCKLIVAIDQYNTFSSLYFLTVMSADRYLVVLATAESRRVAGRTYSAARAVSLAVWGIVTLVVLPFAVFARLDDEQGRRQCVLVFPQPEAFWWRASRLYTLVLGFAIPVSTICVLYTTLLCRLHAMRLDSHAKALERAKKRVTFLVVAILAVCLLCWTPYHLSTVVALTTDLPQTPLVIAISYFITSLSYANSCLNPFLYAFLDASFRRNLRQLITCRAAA
V1aR counter: activates human V1a receptor in oxytocin agonist counter-screen; P37288; CHO-V1R cells, Fluo-8 calcium fluorescence, agonist mode; 0% DMSO, 100% 3 nM vasopressin; activation, % at 3 µM; 320,000 tested, 0.25% active; AID 2797;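 active means activation above the mean activation of all tested compounds plus 3 SD, per screening run, cut at about 20% in these data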;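 further: signal is peak over basal fluorescence ratio across a 100 second FLIPR read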
M18AAP inhibitor: blocks P. falciparum M18 aspartyl aminopeptidase; recombinant PfM18AAP, H-Glu-NHMec fluorogenic cleavage; inhibition, % at 7.35 µM; 290,000 tested, 1.2% active;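 active means inhibition above the campaign mean inhibition over all tested compounds plus 3 SD, cut at about 28% in these data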;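 further: 0% = plate median of test compound wells and 100% = 2 mM ZnCl2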
An asterisk follows results filed as active; / = no result given.

(1) CC1(C)CC(=O)C2=C(C1)N(c1ccc(F)cc1)C(=O)CC2c1ccccc1 (configuration not stated)
(2) O=c1cc(C(F)(F)F)nc(-c2ccccc2)[nH]1
(3) CN(C)C(=S)Nc1ccc(Cl)cc1
(4) O=C(Oc1ccccc1C(=O)Oc1ccccc1)c1ccco1
(5) CCOc1cc(NC(=S)NCCCOC)c(OCC)cc1NC(=O)c1ccco1
(6) COC(=O)c1ccc(NC(=O)c2c(C(=O)Nc3ccccc3)sc3nc(C)cc(=O)n23)cc1

Screen / compound no.	1	2	3	4	5	6
NALP1 inh	-3	-12	-14	-9	/	-8
GalR3 antagonist	2	-7	-4	-7	-5	3
MEKK2wt PB1 HTS	107	99	97	99	101	98
OXTR ag	-1.9	0.6	1.6	-0.7	-0.6	0.1
MEKK2 mut-MEK5	0	1	-1	2	1	-1
OXTR potentiate	-12	6	3	-3	-6	-6
GPR7 antagonist	6	-13	-5	-13	4	-11
V1aR counter	-0.7	2.0	0.2	0.2	-0.3	-0.4
M18AAP inhibitor	-2	-2	4	5	2	2

(7) O=C(CN1CCN(CCC(=O)Nc2ccccc2F)CC1)Nc1ccc(F)cc1
(8) O=C(CNC(=O)c1ccccn1)N/N=C/c1ccccc1
(9) O=C(NCc1ccccc1OC(F)(F)F)C1CCC(=O)N(Cc2cccc(F)c2)C1 (configuration not stated)
(10) CC(C)c1cc(-c2cc(-c3ccc(Cl)cc3)on2)nc(NC2CCCC2)n1
(11) CC1CCC(NC(=O)CNC(=O)Cc2cccc3ccccc23)CC1 (configuration not stated)
(12) CC(=O)NCCOc1ccc(C(=O)O)cc1

Screen / compound no.	7	8	9	10	11	12
NALP1 inh	5	15	8	-18	-10	28
GalR3 antagonist	2	-3	0	-3	-10	3
MEKK2wt PB1 HTS	104	102	104	99	101	103
OXTR ag	-0.4	0.4	0.1	-0.2	2.3	0.7
MEKK2 mut-MEK5	-5	5	-1	7	2	-7
OXTR potentiate	-2	-6	-4	1	-3	-7
GPR7 antagonist	-1	1	-11	/	-11	-3
V1aR counter	1.5	0.1	1.1	0.4	1.2	1.1
M18AAP inhibitor	-10	15	0	/	-1	2

Next section, overlapping the part above by 3 compounds.
(10) CC(C)c1cc(-c2cc(-c3ccc(Cl)cc3)on2)nc(NC2CCCC2)n1
(11) CC1CCC(NC(=O)CNC(=O)Cc2cccc3ccccc23)CC1 (configuration not stated)
(12) CC(=O)NCCOc1ccc(C(=O)O)cc1
(13) COc1ccc(C2Nc3ccccc3C(=O)N2NS(=O)(=O)c2ccc(C)cc2)cc1 (configuration not stated)
(14) Cn1c(=O)c2c(nc(SCCN3CCOCC3)n2Cc2ccc(F)cc2)n(C)c1=O
(15) CCOc1ccc(CCNC(=O)COC(=O)c2ccc(S(=O)(=O)N3CCCC3)cc2)cc1OCC
(16) COc1ccc(CN2CCN(CC(=O)Nc3ccccc3C(=O)NC3CC3)CC2)cc1F
(17) Cn1cc([N+](=O)[O-])c(C(=O)N/N=C/c2ccccc2)n1
(18) CCOC(=O)Cc1nnc(NC(=O)c2cccc(OCC)c2)s1

Screen / compound no.	10	11	12	13	14	15	16	17	18
NALP1 inh	-18	-10	28	-1	-6	/	/	-19	-3
GalR3 antagonist	-3	-10	3	2	2	-5	-2	-7	4
MEKK2wt PB1 HTS	99	101	103	102	109	/	/	101	108
OXTR ag	-0.2	2.3	0.7	-0.6	-0.1	-1.0	0.5	1.0	-0.4
MEKK2 mut-MEK5	7	2	-7	-1	6	/	/	2	20
OXTR potentiate	1	-3	-7	-4	-3	-1	-3	3	2
GPR7 antagonist	/	-11	-3	3	-11	/	/	1	12
V1aR counter	0.4	1.2	1.1	0.7	-0.3	-0.4	-0.3	-0.4	-0.8
M18AAP inhibitor	/	-1	2	1	-13	/	/	-8	5

(19) COc1ccc(S(=O)(=O)Nc2ccc(F)c(F)c2)cc1Cl
(20) Oc1c(Cl)cc(Cl)cc1C=Nc1ccc2c(c1)OCCO2
(21) CCN(CC)S(=O)(=O)c1ccc(N2CC(C(=O)N3CCOCC3)CC2=O)cc1 (configuration not stated)
(22) Cc1ccc(Cn2cnc3ccccc32)cc1
(23) COc1cccc(N(CC(=O)N/N=C(\C)c2cccs2)S(C)(=O)=O)c1
(24) COc1cc(Cl)c(C)cc1NC(=O)COc1ccccc1[N+](=O)[O-]

Screen / compound no.	19	20	21	22	23	24
NALP1 inh	29	5	/	21	10	3
GalR3 antagonist	-8	5	4	0	-2	-5
MEKK2wt PB1 HTS	111	94	/	102	99	99
OXTR ag	5.2	-0.2	0.2	6.0	-0.1	-0.2
MEKK2 mut-MEK5	10	-3	/	0	-1	-1
OXTR potentiate	-13	-9	-3	-13	-5	2
GPR7 antagonist	-3	1	/	0	-18	-11
V1aR counter	4.3	0.0	0.8	7.6	0.3	-0.4
M18AAP inhibitor	-10	13	/	-2	1	-3

(25) Cc1ncc([N+](=O)[O-])n1Cc1ccccc1
(26) Cc1cc(N/N=C/c2ccccc2Br)nc2ccccc12
(27) CCOc1ccc(OCC)c(NC(=O)C2CCCN(S(=O)(=O)c3cnc[nH]3)C2)c1 (configuration not stated)
(28) Cc1cc(C)nc(Sc2nc(Nc3ccccc3)nc(Sc3nc(C)cc(C)n3)n2)n1
(29) CCC(C)NC(=O)c1ccccc1NS(=O)(=O)c1ccc(OC)c(OC)c1 (configuration not stated)
(30) O=C(NCCc1ccccc1)C1CCCN(S(=O)(=O)c2cccs2)C1 (configuration not stated)

Screen / compound no.	25	26	27	28	29	30
NALP1 inh	23	31	-7	0	11	20
GalR3 antagonist	2	-6	1	-4	-6	-5
MEKK2wt PB1 HTS	95	144*	102	95	102	101
OXTR ag	0.9	-1.9	0.1	-0.8	0.6	-0.1
MEKK2 mut-MEK5	-3	22	2	-2	2	-3
OXTR potentiate	-10	-9	1	4	0	2
GPR7 antagonist	-4	-6	-1	0	2	-12
V1aR counter	0.3	-1.4	-0.1	-1.0	0.5	0.5
M18AAP inhibitor	-4	0	-2	15	-3	1

(31) CCOC(=O)c1ccc(NS(C)(=O)=O)cc1
(32) c1ccc(OCCN2CCN(Cc3nc(-c4ccc5c(c4)OCO5)no3)CC2)cc1
(33) NCCSC1CC(=O)N(c2ccc(Cl)c(Cl)c2)C1=O (configuration not stated)
(34) COc1ccc2c(c1)C1(Nc3ccccc3-c3nc4ccccc4n31)C(=O)N2C (configuration not stated)
(35) CSCCC(NS(=O)(=O)c1ccccc1F)C(=O)NC(C)c1ccccc1 (configuration not stated)
(36) Cc1ccc(S(=O)(=O)NNC(=O)c2ccoc2C)cc1

Screen / compound no.	31	32	33	34	35	36
NALP1 inh	4	1	4	-1	12	-6
GalR3 antagonist	-3	-5	-4	-3	-2	-3
MEKK2wt PB1 HTS	108	100	106	98	96	106
OXTR ag	-0.3	2.6	2.2	6.8	-2.0	0.8
MEKK2 mut-MEK5	5	1	8	-2	-2	3
OXTR potentiate	-10	-4	-1	-15	0	7
GPR7 antagonist	-4	1	1	2	0	-6
V1aR counter	-0.1	5.1	0.9	2.5	-1.1	0.7
M18AAP inhibitor	3	-2	-4	0	-16	3

(37) O=C(O)CCC(=O)NCc1cn(-c2ccccc2)nc1-c1cccc(Br)c1
(38) CN1C(=O)C(O)(CC(=O)c2cccs2)c2ccccc21 (configuration not stated)
(39) CCCCCC(=O)Nc1cccc(C2=NOC3(C2)C[C@H](C(N)=O)N(C(=O)[C@H]2CCC(=O)N2)C3)c1 (some centres not stated)
(40) Oc1oc(C=Nc2ccc(F)cc2F)c2ccccc12
(41) CC(C)(C)c1ccc(/C=N/OCC(=O)NCc2ccccc2)cc1
(42) Nc1n[nH]c2cccc(Cl)c12

Screen / compound no.	37	38	39	40	41	42
NALP1 inh	28	8	/	-3	34	10
GalR3 antagonist	-2	-3	-3	0	-1	-2
MEKK2wt PB1 HTS	99	103	100	92	93	100
OXTR ag	0.9	0.5	0.2	-0.9	-2.3	0.1
MEKK2 mut-MEK5	-1	3	2	-1	-3	-1
OXTR potentiate	-8	1	-2	-8	-7	-1
GPR7 antagonist	8	-10	/	9	1	-9
V1aR counter	3.1	0.8	0.7	-0.3	-0.6	1.3
M18AAP inhibitor	-3	0	/	0	2	5

Single entries from the entries so far:
#41 in V1aR counter has -0.6
#39 in OXTR ag has 0.2
#37 in M18AAP inhibitor has -3
#40 in MEKK2 mut-MEK5 has -1

The results go on:
(43) Cc1ccc(NC(=O)CC2S/C(=N/N=C/c3ccco3)NC2=O)cc1Cl (configuration not stated)
(44) OC(Cc1ccncc1)(c1ccccc1)c1ccccc1
(45) O=C(COC(=O)c1cc(F)cc(F)c1)Nc1cccnc1Cl
(46) CC(CC(=O)Nc1ccc(S(=O)(=O)N2CCOCC2)cc1)c1ccccc1 (configuration not stated)
(47) CCCNC(=S)NCc1ccc(Cl)cc1
(48) CC(C)(C)n1nc2c(c1NC(=O)c1cccs1)CS(=O)C2 (configuration not stated)

Screen / compound no.	43	44	45	46	47	48
NALP1 inh	15	/	2	/	12	28
GalR3 antagonist	-2	-4	-2	4	-6	-3
MEKK2wt PB1 HTS	84	/	106	105	100	106
OXTR ag	1.1	2.4	0.7	1.4	-2.0	0.7
MEKK2 mut-MEK5	-22	/	5	0	0	3
OXTR potentiate	-8	-7	5	-3	3	-7
GPR7 antagonist	-6	/	-15	-3	-6	-8
V1aR counter	0.4	0.2	-0.5	1.7	-0.1	0.2
M18AAP inhibitor	5	/	3	1	3	6

(49) NC(CC(=O)O)c1ccc(F)cc1 (configuration not stated)
(50) C/C=C/C=C\C(=O)Nc1cccc(C2=NOC3(C2)C[C@@H](C(N)=O)N(C(=O)c2cc([N+](=O)[O-])cc([N+](=O)[O-])c2)C3)c1 (some centres not stated)
(51) Cn1nccc1NC(=O)Nc1cccc(Cl)c1Cl
(52) CN(CCOc1ccc(Cl)cc1)C(=O)c1cc([N+](=O)[O-])ccc1N1CCOCC1
(53) CC1CN(C(=O)c2cccc(S(=O)(=O)N3CCOCC3)c2)CC(C)O1 (configuration not stated)
(54) Cc1nc2c(c(C)c1C#N)C(=O)c1ccccc1-2
(55) O=C(CCN1CCCO1)N1CCCC(N2CCN(c3ccccc3F)CC2)C1 (configuration not stated)
(56) COc1ccc(CN2CCCC(CO)(Cc3cccc(Cl)c3)C2)cc1OC (configuration not stated)

Screen / compound no.	49	50	51	52	53	54	55	56
NALP1 inh	30	/	/	/	23	12	-3	11
GalR3 antagonist	11	0	-4	-4	-2	-6	-4	-12
MEKK2wt PB1 HTS	101	95	107	/	103	108	103	107
OXTR ag	-0.1	0.6	-1.3	1.5	-0.6	-0.8	-0.2	4.2
MEKK2 mut-MEK5	4	1	1	/	6	-1	4	12
OXTR potentiate	-3	0	-3	-6	0	2	-6	-3
GPR7 antagonist	12	/	-5	/	0	-13	-12	2
V1aR counter	1.0	-0.3	-0.1	0.7	0.1	-0.3	0.5	2.5
M18AAP inhibitor	1	/	-4	/	-6	3	7	-1

Entries from the list above that have a COOH group, in the order listed:
(12) CC(=O)NCCOc1ccc(C(=O)O)cc1
(37) O=C(O)CCC(=O)NCc1cn(-c2ccccc2)nc1-c1cccc(Br)c1
(49) NC(CC(=O)O)c1ccc(F)cc1 (configuration not stated)

Screen / compound no.	12	37	49
NALP1 inh	28	28	30
GalR3 antagonist	3	-2	11
MEKK2wt PB1 HTS	103	99	101
OXTR ag	0.7	0.9	-0.1
MEKK2 mut-MEK5	-7	-1	4
OXTR potentiate	-7	-8	-3
GPR7 antagonist	-3	8	12
V1aR counter	1.1	3.1	1.0
M18AAP inhibitor	2	-3	1

Source: PubChem BioAssay
